Screens (PubChem)
MPTP inh – mitochondrial permeability transition pore inhibitors, primary screen, biochemical, isolated mouse mitochondria, absorbance | inhibition, % at 10 µM | Ca2+ swelling absorbance, 30 min | 1.4% of 360,000 active;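 active = inhibition of 50% or more, scaled per plate between neutral and stimulator controls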;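 also: 0% = DMSO wells given calcium and 100% = 1 mM EGTA wells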
GRIN3A LBD mod – binders of NR3A ligand-binding domain, primary screen, biophysical, differential scanning fluorimetry, uHTS | NR3A LBD differential scanning fluorimetry, Tm shift; 0% = protein alone, 100% = glycine-bound protein | Tm shift relative to glycine control, % at 25 µM | 2.5% of 340,000 active | AID 1259313, 2017;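 active = melting temperature shift of at least 10% of the positive control shift, at one fixed dose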
Gli-Sufu block – Gli-Sufu pathway antagonists, primary screen, luciferase luminescence, Sufu-KO-LIGHT cells, uHTS; Sufu-KO-LIGHT fibroblasts, Gli luciferase reporter luminescence; inhibition, % at 5 µM; 0.74% of 340,000 active; AID 588413, 2011;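 active = inhibition above about 55%, limit read from the data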;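 also: 0% = DMSO-treated cells and 100% = wells with medium but no cells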
EBI2 block – EBI2 receptor antagonists, beta-arrestin recruitment, primary screen, cell-based, luminescence, 7a,25-OHC stimulation, uHTS; AID 651636, 2012; G-protein coupled receptor 183 (Homo sapiens), P32249; 7a,25-OHC stimulated; inhibition, % at 5 µM; 0.81% of 360,000 active; in the data active = inhibition above about 38%;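 also: enzyme fragment complementation signal reports receptor beta-arrestin coupling in cells; 0% = agonist plus DMSO wells and 100% = wells without agonist; some results beyond the cut were filed as inactive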
Target sequence (P32249 whole entry, looked up, the tested form may be a part): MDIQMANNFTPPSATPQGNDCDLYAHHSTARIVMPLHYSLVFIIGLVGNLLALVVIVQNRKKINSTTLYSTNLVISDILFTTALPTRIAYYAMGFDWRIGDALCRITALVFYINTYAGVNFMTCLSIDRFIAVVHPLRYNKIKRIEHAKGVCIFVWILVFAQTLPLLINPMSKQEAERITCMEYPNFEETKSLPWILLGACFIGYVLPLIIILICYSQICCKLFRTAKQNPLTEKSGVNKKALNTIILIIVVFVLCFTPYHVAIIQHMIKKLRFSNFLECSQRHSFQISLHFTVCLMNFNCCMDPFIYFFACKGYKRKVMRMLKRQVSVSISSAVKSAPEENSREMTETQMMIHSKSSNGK
CCR6 antagonist – CCR6 receptor antagonists, primary screen, cell-based, CHO-K1, luminescence, beta-arrestin, uHTS. 0.49% of 340,000 active. C-C chemokine receptor type 6 (Homo sapiens), P51684. AID 493098, 2011. inhibition, % at 20 µM. CHO-K1 CCR6 PathHunter beta-arrestin, CCL20-stimulated;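 active = compounds whose inhibition of the agonist-driven luminescence signal at 20 µM reaches about 50%, limit read from the data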;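 also: cells stimulated with CCL20 at 14 nM final; plate controls were DMSO with CCL20 for no effect and DMSO without agonist for full effect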
Target sequence (P51684 whole entry, looked up): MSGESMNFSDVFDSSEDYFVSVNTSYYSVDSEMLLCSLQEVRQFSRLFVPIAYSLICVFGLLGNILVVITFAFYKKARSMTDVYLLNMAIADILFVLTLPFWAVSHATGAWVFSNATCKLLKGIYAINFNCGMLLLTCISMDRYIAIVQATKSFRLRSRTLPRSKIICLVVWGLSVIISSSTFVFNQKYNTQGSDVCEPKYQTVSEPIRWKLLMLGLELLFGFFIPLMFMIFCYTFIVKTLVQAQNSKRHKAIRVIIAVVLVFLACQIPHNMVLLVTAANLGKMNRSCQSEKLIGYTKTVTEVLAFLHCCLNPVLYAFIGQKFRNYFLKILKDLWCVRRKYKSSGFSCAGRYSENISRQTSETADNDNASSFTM
A3A deaminase – APOBEC3A ssDNA deaminase inhibitors, primary screen, selectivity assay for APOBEC3G inhibitor project, biochemical, FAM/TAMRA oligo cleavage fluorescence; DNA dC->dU-editing enzyme APOBEC-3A (Homo sapiens), P31941; recombinant A3A, FAM/TAMRA ssDNA deamination fluorescence; inhibition, % at 20 µM; 0.41% of 330,000 active; AID 493011, 2011;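 active = at least 40% inhibition at 20 µM here, with at most 30% in a related deaminase screen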;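 also: plate controls were A3A with DMSO for no effect and wells lacking A3A enzyme for full effect; some results filed as inactive read as strong as hits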
Target sequence (P31941 whole entry, looked up): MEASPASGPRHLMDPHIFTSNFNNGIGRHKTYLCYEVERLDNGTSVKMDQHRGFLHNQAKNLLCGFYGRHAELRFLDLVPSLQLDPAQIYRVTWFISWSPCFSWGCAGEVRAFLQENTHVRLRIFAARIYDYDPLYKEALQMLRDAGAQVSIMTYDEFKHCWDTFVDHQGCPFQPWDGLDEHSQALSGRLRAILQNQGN
CXCR6 block – CXCR6 receptor inhibitors, primary screen, cell-based, beta-arrestin, luminescence, CHO-K1 PathHunter, 1536-well | inhibition, % at 20 µM | 0.36% of 360,000 active; in the data active = inhibition above about 34%, passing the limit was not always enough;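 also: antagonist mode with CXCL16 agonist at 10 nM final; 0% = 10 nM CXCL16 with DMSO and 100% = unstimulated wells without agonist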
A3G deaminase – APOBEC3G DNA deaminase inhibitors, primary screen, biochemical, fluorescence, single-stranded DNA substrate, uHTS. recombinant A3G, ssDNA deamination FAM/TAMRA fluorescence. 0.28% of 330,000 active. DNA dC->dU-editing enzyme APOBEC-3G (Homo sapiens), Q9HC16. inhibition, % at 20 µM;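 active = inhibition of at least 40% at 20 µM, with no more than 30% in the related APOBEC3A deaminase screen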;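 also: plate controls were DMSO wells with A3G for no effect and wells lacking A3G enzyme for full effect; some compounds called inactive have numbers as strong as hits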
* hit, by the source's call; nt = no result given. Compounds as they come, and some 5.8% of all compounds hit somewhere here.

SMILES	MPTP inh	GRIN3A LBD mod	Gli-Sufu block	EBI2 block	CCR6 antagonist	A3A deaminase	CXCR6 block	A3G deaminase
O=C(COC(=O)c1ccc(OC(F)F)cc1)NCCC1=CCCCC1	0.8	-1.0	-8.2	-3.0	6.0	-2.0	-0.5	-1.1
C[C@H](NC(=O)N1CCn2c1nc1ccccc12)C(=O)NC1CCCCC1	2.5	-2.7	1.4	-1.1	4.4	-2.5	-10.1	-1.6
Cc1ccc(/C=N/N=C2/NC(=O)C(CC(=O)Nc3ccccc3)S2)o1 (centres undefined)	2.0	1.0	-8.1	-5.6	12.8	-1.0	1.5	-5.8
Cc1ccc(C)c(S(=O)(=O)N2CCCCC2CCNC(=O)C(=O)NCc2ccccn2)c1 (centres undefined)	-0.1	-1.9	1.0	-13.8	5.9	-3.1	-2.4	-6.4
COc1ccc(NC(=O)C2CCN(C(=O)NC3CCCCC3)CC2)c(OC)c1	0.9	1.0	0.5	-2.2	2.5	-4.7	5.2	-3.9
Cc1cc(/C=N/NS(=O)(=O)c2ccc(F)c(Cl)c2)no1	-0.4	2.4	9.1	-9.3	-0.7	0.7	-3.5	-10.6
O=C(CCc1nnc(CCCc2ccccc2)o1)NCCc1ccco1	2.4	-0.8	-0.2	-3.9	4.7	-0.1	8.9	0.0
CCOc1ccccc1NC(=O)c1nc[nH]c1C(=O)Nc1ccccc1OCC	0.9	-2.9	4.6	-14.7	-11.2	-1.5	2.3	-5.3
COC(=O)C1CCN(C(=O)COC(=O)c2ccc3[nH]c4c(c3c2)CCCC4)CC1	5.9	1.0	4.5	-5.8	0.2	-4.1	6.7	-10.3
Cc1occc1-c1nnc(SCC(=O)Nc2ccccc2)n1CCc1ccccc1	0.8	1.2	-11.8	-0.7	5.6	-0.6	-2.0	-0.6
Cc1ccc(C(O)c2nccn2C)o1 (centres undefined)	-1.5	-1.3	-1.9	-1.8	-9.6	1.1	-11.4	0.8
Oc1ccc(/C=N/NC(=S)N2CCOCC2)cc1	-0.1	-2.9	19.3	-8.9	27.2	-3.5	18.8	-12.9
Cc1cccc(OCCCC(=O)NCCc2ccccc2)c1	-2.3	-1.2	-41.5	3.6	6.0	1.9	2.5	-5.0
O=C(NCc1nc(-c2ccccc2)no1)c1cccs1	1.1	-5.3	5.8	-8.1	-0.9	-4.3	-0.3	-5.9
COc1ccc(NC(=O)CN2C(=O)COc3ccc(S(=O)(=O)N4CCOCC4)cc32)c(OC)c1	-1.0	-3.0	-7.4	-6.5	1.5	-4.2	4.4	-4.6
O=C1c2ccccc2C(Nc2ccc(S(=O)(=O)N3CCOCC3)cc2)N1c1ccccn1 (centres undefined)	-0.9	0.2	nt	0.1	0.3	-5.3	3.5	-6.1
C(=N\n1cnnc1)/c1cccnc1	-5.0	2.1	-1.4	10.3	-1.9	-1.6	-0.5	-2.7
O=C(CSC1=N/C(=C/c2ccc(Cl)c(Cl)c2)C(=O)N1c1ccccc1F)NC1CC1	-4.3	-4.8	15.2	-1.8	12.2	0.1	10.5	1.9
Cc1ccc(-c2nc(-c3ccccn3)sc2CC(=O)O)cc1	1.6	-0.7	2.3	6.1	7.2	-1.8	-3.2	-0.4
COc1ccc(CNC(=O)COC(=O)c2ccc(F)c(S(=O)(=O)N3CCOCC3)c2)cc1	-0.2	1.0	-3.5	-1.8	8.9	-1.2	-7.0	-4.7
CCOC(=O)N1CCC(N2Cc3cccc(C(=O)Nc4ccc(CC)cc4)c3C2=O)CC1	1.2	-6.4	2.8	28.5	-7.6	3.9	-4.0	2.0
Cc1ccc(NC(=O)NCc2cccnc2)cc1C	0.8	-0.5	2.8	-4.9	2.4	5.5	-7.4	4.1
COc1ccc(Nc2nnc(-c3ccc(O)cc3)c3ccccc23)cc1	-3.0	-6.0	2.8	17.2	22.8	-4.3	4.3	-8.5
COc1ccc2nc(SCC(=O)Nc3ccc4sc(C)nc4c3)c(C#N)cc2c1	5.7	-1.7	-32.0	26.0	28.0	-6.0	-7.5	-15.4
COc1ccccc1CCn1cnc2c3cc(C)ccc3n(C)c2c1=O	0.0	0.3	-2.7	14.6	7.8	-1.1	-3.1	-5.1

Reprinted at random: 2 compounds from above.
SMILES	MPTP inh	GRIN3A LBD mod	Gli-Sufu block	EBI2 block	CCR6 antagonist	A3A deaminase	CXCR6 block	A3G deaminase
Cc1ccc(NC(=O)NCc2cccnc2)cc1C	0.8	-0.5	2.8	-4.9	2.4	5.5	-7.4	4.1
COc1ccc(NC(=O)C2CCN(C(=O)NC3CCCCC3)CC2)c(OC)c1	0.9	1.0	0.5	-2.2	2.5	-4.7	5.2	-3.9

Later entries.
SMILES	MPTP inh	GRIN3A LBD mod	Gli-Sufu block	EBI2 block	CCR6 antagonist	A3A deaminase	CXCR6 block	A3G deaminase
O=C(CSc1nncs1)NNC(=O)c1ccco1	0.2	-3.0	-3.5	-9.1	9.7	-3.6	0.7	-8.2
Cc1cccc(Nc2nnc(SC3CCOC3=O)s2)c1C (centres undefined)	1.4	0.1	7.2	-8.4	-8.0	-1.9	2.6	-5.1
Cc1c(C(=O)C(C)C)n(C)c2ccccc12	2.1	-0.2	-14.8	6.0	13.3	-3.0	-2.1	-2.0
COc1cc2sc(-c3ccc(S(C)(=O)=O)cc3)c(C#CCO)c2cc1OC	1.2	-5.2	-7.9	12.7	4.3	-4.6	0.7	-11.1
CCOC(=O)c1csc(COc2ccc(OC)cc2)n1	0.5	-0.1	-95.3	-3.1	5.3	2.0	-2.3	-1.1
Cc1ccc(C(=O)OCC(=O)c2ccc(S(=O)(=O)N3CCCCC3)cc2)o1	1.4	-1.4	-9.4	19.8	52.7*	4.1	32.2	-5.6
C[C@@H](NC(=O)CN1C(=O)c2ccccc2S1(=O)=O)c1ccccc1	0.2	0.7	-1.0	1.5	5.2	-2.3	4.6	-0.7
Cc1cc(C(C)(C)C)oc1C(=O)N1CCN(C(=O)c2oc(C(C)(C)C)cc2C)CC1	2.3	-0.5	-4.8	48.0*	12.6	nt	14.2	nt
Cc1c(NC(=O)c2cnn3c2NC(c2ccccc2)CC3C(F)(F)F)c(=O)n(-c2ccccc2)n1C (centres undefined)	0.1	0.3	-4.8	2.1	6.0	-1.2	-4.7	-3.2
COc1ccc(NC(=S)N2CCC(NC(=O)c3ccco3)CC2)cc1	-0.2	-1.5	28.7	1.8	8.0	-2.7	2.2	-13.4
COc1ccc(C)cc1S(=O)(=O)NC1CCCC1	-0.3	-0.1	4.0	-0.2	-2.3	0.1	-6.3	2.7
COc1ccccc1CNC(=O)C(=O)NCCC1CCCCN1S(=O)(=O)c1ccc(C)cc1 (centres undefined)	1.1	4.8	53.9	3.9	18.4	5.3	8.1	5.4
COc1cccc(CNC(=O)C2CCN(S(=O)(=O)c3cccs3)CC2)c1	-1.3	1.7	-0.7	4.8	-5.3	-1.3	-3.4	0.2
COc1ccc(C(=O)O)cc1S(=O)(=O)N(C)C	0.5	0.2	-2.4	-7.1	1.7	-3.8	3.5	-7.8
Cc1cc(O)c(-c2cc(C(=O)NCCc3ccc(S(N)(=O)=O)cc3)[nH]n2)cc1C	3.6	21.8*	5.0	17.6	11.1	2.7	-1.3	0.2
COC(=O)C1CCN(C(=O)c2ccc3oc(Cc4ccc(Cl)cc4)nc3c2)CC1	-0.8	0.9	-14.1	9.9	10.8	-3.6	3.7	-5.5
CC(=O)NC12CC3CC(C1)CC(C(=O)N1CCN(C(=O)c4ccco4)CC1)(C3)C2	-0.1	0.3	6.7	2.0	-2.1	-4.4	-3.8	-6.4
O=C(COC(=O)[C@H](Cc1ccccc1)NC(=O)c1cccs1)Nc1cc(F)ccc1F	3.5	-5.4	-4.0	0.9	-8.7	0.8	0.7	2.0
COCCN(C(=O)CCC(=O)Nc1cc(C)on1)C(C(=O)NC(C)(C)C)c1ccc(OC)cc1 (centres undefined)	-2.6	1.8	25.8	-6.2	-2.7	-3.3	-15.7	-8.5
Cc1cccc(-c2nc(CS(=O)CC(=O)NCCc3ccccc3)c(C)o2)c1 (centres undefined)	-1.2	1.9	-6.4	-13.3	3.7	-5.6	-0.9	-5.7
COc1ccc2c(c1)Cc1sc(NC(=O)c3cccs3)nc1-2	-2.2	25.3*	-91.5	21.4	16.5	-1.1	0.7	-8.5
CCCCC(=O)/C=C/n1c(=S)oc2ccccc21	0.6	0.1	-17.6	0.9	11.3	0.7	4.9	-7.3
COc1ccc(S(=O)(=O)NCC(c2ccc(C)cc2)N2CCN(C)CC2)cc1 (centres undefined)	-0.3	1.0	7.3	-7.3	12.9	-0.8	-3.7	-4.7
CCCc1nc2c(sc3nc4c(cc32)COC(C)(C)C4)c(=O)o1	-1.9	-1.9	-13.3	5.3	12.2	0.4	1.1	19.1
CCOC(=O)C1=NN(c2ccc(C)cc2)CC1C(=O)OC (centres undefined)	1.7	-1.8	4.9	-4.4	6.9	-0.3	0.2	-5.4

Further structures
SMILES	MPTP inh	GRIN3A LBD mod	Gli-Sufu block	EBI2 block	CCR6 antagonist	A3A deaminase	CXCR6 block	A3G deaminase
CC(=O)NS(=O)(=O)c1ccc(NC(=O)c2ccc3c(c2)C(=O)N(CCC(C)C)C3=O)cc1	2.6	5.4	-9.6	5.2	18.7	1.7	-9.6	-6.3
Cc1cc(C(F)F)n2ncc(C(=O)N3CCc4ccccc4C3)c2n1	-3.3	-1.4	2.9	1.6	-2.4	21.2	-0.8	-1.2
O=C(COc1ccc(F)c(Cl)c1)Nc1ccc(N2CCOCC2)cc1	-0.9	-1.0	1.2	-9.8	9.8	-0.1	-6.3	-2.0
NS(=O)(=O)c1ccc(NC(=O)COC(=O)CSCc2ccc(F)cc2)cc1	-2.2	-5.3	-3.2	-10.6	0.0	1.5	-4.6	-4.5
Cc1ccc(NC(=O)COC(=O)CCOc2ccccc2C)cc1	-3.3	0.4	-6.3	0.7	11.8	-0.6	-1.2	-7.1
CC(=O)OC(C(=O)Nc1ccccc1)C(C)S(=O)(=O)c1ccccc1 (centres undefined)	1.3	-1.2	9.3	-11.7	20.3	0.4	1.1	-5.9
COc1ccc(N=C2S/C(=C\c3ccc(C)s3)C(=O)N2CC(C)C)cc1	-0.7	6.6	2.3	28.4	7.4	0.2	-7.7	-2.2
COc1cc(S(=O)(=O)N2CCCCC2)ccc1NC(=O)c1ccncc1	-0.5	-2.3	25.2	-2.9	11.6	0.0	6.3	-4.5
COc1ccc(-c2oc(/N=C/N3CCCC3)c(C#N)c2-c2ccc(OC)cc2)cc1	-2.7	-0.2	0.7	13.2	12.0	-3.9	2.2	-3.8
O=C(COc1ccccc1Cl)NCCCNC(=O)c1ccco1	0.3	-0.6	-0.4	3.1	14.5	-4.1	-0.3	1.8
CCN1CCN(C(=O)C2=CC(c3ccc(OC)cc3)=NS(=O)(=O)N2C)CC1	-0.9	-1.5	4.3	-6.2	25.1	-4.7	8.9	-1.7
O=C(NCC(=O)N1CCCC(C(F)(F)F)C1)c1ccco1 (centres undefined)	1.0	1.8	-6.4	1.9	5.8	-4.4	2.9	-9.3
O=C(CN1CCOCC1)Nc1ccc(Cl)cn1	0.0	0.1	-6.5	-14.8	12.7	-3.0	0.4	-6.0

Grouped by structure, those above with a cyano group (2)
SMILES	MPTP inh	GRIN3A LBD mod	Gli-Sufu block	EBI2 block	CCR6 antagonist	A3A deaminase	CXCR6 block	A3G deaminase
COc1ccc2nc(SCC(=O)Nc3ccc4sc(C)nc4c3)c(C#N)cc2c1	5.7	-1.7	-32.0	26.0	28.0	-6.0	-7.5	-15.4
COc1ccc(-c2oc(/N=C/N3CCCC3)c(C#N)c2-c2ccc(OC)cc2)cc1	-2.7	-0.2	0.7	13.2	12.0	-3.9	2.2	-3.8
